Assay outcomes from PubChem BioAssay.
HIV fusion peptide: cell-free HIV fusion peptide-binding blockers – biochemical, uHTS, fluorescence dequenching, primary screen (AID 1986) | cell-free peptide binding, fluorescence dequenching, 30 min; higher % means a stronger effect | inhibition, % at 20 µM; hits with a dose series show IC50 in µM | 0.3% of 290,000 active; in the data active = inhibition mostly above about 52%, no sharp cut-off; inactive = mostly below about 76%; also: some results filed as inactive read as strong as hits
XIAP antagonists: small molecules displacing peptide from XIAP – biochemical, IAP family, fluorescence polarization (AID 1018) | XIAP BIR domain, fluorescence polarization peptide displacement; higher % means a stronger effect | one-dose displacement, % at 20 µM; IC50 in µM for titrated hits | 0.007% of 200,000 active; in the data active = displacement above about 50%; also: a part of the inactive calls stands beside numbers as strong as those of hits
HEK293 NOD2/NF-kB: inhibition of NOD2-driven NF-kB reporter – cell-based, luminescence, uHTS, HEK293 (AID 1566); 0.63% of 290,000 active; one-dose inhibition, % at 4 µM; EC50 in µM for titrated hits; HEK293 NOD2/NF-kB luciferase reporter, luminescence; higher % means a stronger effect; also: many of its hits are not listed in these tables
AID2073: disruptors of CaV2.2 binding to Mint1 – biochemical, HTRF (AID 2073). HTRF protein-protein interaction, Mint1-CaV2.2; higher % means a stronger effect. inhibition, % at 20 µM; hits with a dose series show IC50 in µM. 0.19% of 290,000 active; in the data active = inhibition mostly above about 51%, no sharp cut-off; inconclusive = no clear call, values can overlap the other calls; inactive = mostly below about 53%; also: some results filed as inactive read as strong as hits
NS5 inhibitors: flavivirus cap methylation enzyme inhibition – biochemical, confirmation dose response, primary screen (AID 588689). Dengue-2 NS5 methyltransferase capping enzyme assay, biochemical; higher % means a stronger effect. one-dose inhibition, % at 25 µM; IC50 in µM for titrated hits. 0.3% of 340,000 active; in the data active = a potency from the dose series; inconclusive = inhibition above about 29% without an active follow-up result
Myeloid diff 2: promotes myeloid progenitor differentiation. ER-HoxA9 myeloid progenitors, lysozyme-GFP differentiation, flow cytometry. calls only at 10 µM. 1% of 360,000 active;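 active = normalized GFP-positive differentiation at or above the plate's own cutoff, the solvent-only control mean plus 3 SD; inconclusive = no clear call, values can overlap the other calls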;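 also: cells exposed to compound for four days before flow analysis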
LYP inhibition: inhibitors of LYP phosphatase, biochemical, fluorescence intensity, uHTS (AID 1779); 0.054% of 290,000 active; recombinant LYP phosphatase, fluorescence intensity; higher % means a stronger effect; one-dose inhibition, % at 11.5 µM; IC50 in µM for titrated hits;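 also: plate controls were vehicle with enzyme for no effect and no enzyme for full effect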
SIAH1 antagonists: Siah-1 peptide-binding antagonists, primary screen, biochemical, fluorescence polarization, rhodamine-plectin, uHTS (AID 1817). Siah-1 / rhodamine-plectin peptide fluorescence polarization; higher % means a stronger effect. displacement, % at 20 µM; hits with a dose series show IC50 in µM. 0.02% of 290,000 active;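 active = displacement of at least 50% at 20 µM, with a fluorescence ratio check between 0.3 and a set limit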;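 also: plate controls were Siah plus tracer with DMSO for no effect and tracer alone without Siah for full effect; strong numbers were not always called active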
Hep lipid drop: modulators of hepatic lipid droplet formation; 0.4% of 240,000 active; AML12 mouse hepatocytes, oleate lipid droplets, BODIPY imaging; AID 1656; inhibition, % at 6.5 µM;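 active = lipid droplet intensity inhibited by at least 50%, with more than 500 cells counted; inconclusive = wells with under 300 cells, treated as cytotoxic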
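Material: mouse AML12 hepatocyte cell line, fixed after treatment; Timing: compound with oleate, overnight; Technique: high-content imaging of BODIPY-stained droplets and DAPI nuclei; Probe or stimulus: oleate, 100 µM final; Dosing: compound at 6.5 µM only.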
Hep lipid drop cells 6.5 µM: recorded beside Hep lipid drop, whose call it bears; cell count; measured here: cell count, cytotoxicity flag;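 cells counted across two imaged fields per well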
NS5 inhibitors pilot replicate: recorded beside NS5 inhibitors, whose call it bears; inhibition, %; measured here: pilot screen replicate inhibition
Myeloid diff 2 GFP+ MAC1+ %: also measured in Myeloid diff 2; calls as there; GFP+ MAC1+ double positive, %; measured here: differentiation confirmed by MAC1 staining
* hit, by the source's call; i = inactive; ? = inconclusive; / = no result given. Rule as the data show it, unless noted: active = inhibition above about 50%; inactive = the rest.

SMILES	HIV fusion peptide	XIAP antagonists	HEK293 NOD2/NF-kB	AID2073	NS5 inhibitors	Myeloid diff 2	Myeloid diff 2 GFP+ MAC1+ %	LYP inhibition	SIAH1 antagonists	Hep lipid drop	Hep lipid drop cells 6.5 µM	others
COCc1c(C(=O)N/N=C(\C)c2ccc(Cl)s2)nnn1-c1nonc1N	-1.5%	/	0%	20%	0%	i	0.7	-3%	-8%	8	830
CSc1ncccc1C(=O)N(C)CC(=O)Nc1ccc(Cl)cc1	0.5%	/	-7%	13%	-3%	i	0.5	-9%	-4%	4	722
O=C(CCl)c1ccc2c(c1)CCN2C(=O)C1CC1	-1.3%	5.9%	2%	-7%	/	/	/	-4%	-2%	12	530
COc1ccc(/C=N/NC(=O)c2c(-c3ccccc3)noc2C)cc1[N+](=O)[O-]	0.7%	/	33%	10%	-3%	i	0.3	-6%	12%	4	623
O=C(NC(=S)Nc1nc2c(s1)CSc1ccccc1-2)c1ccccc1	19%	1.7%	-28%	-10%	-6%	i	1.2	7%	-5%	-2	751
O=C(N/N=C/c1ccc(O)cc1)c1cc(C2CC2)[nH]n1	0.3%	/	-6%	9%	3%	/	/	3%	1%	25	739
CCOC(=O)c1sc(N)c(C(=O)OC)c1C	-0.1%	-1.9%	-65%	-7%	0%	i	0.6	-9%	1%	-15	646
CCCNC(=O)NC(=O)CSc1nncs1	-1.1%	-11%	14%	-4%	/	i	0.3	-7%	-4%	-1	677
C=CCn1c(SCc2ccc(C(=O)OC)cc2)nnc1-c1sc(N)nc1C	1.3%	-6.3%	9%	-13%	-1%	i	0.4	-6%	-6%	-6	756
CCOc1cc(C(=O)NCc2ccccc2)ccc1OCC(=O)N1CCOCC1	-0.2%	-1.8%	8%	-13%	0%	i	1.3	-8%	1%	-1	708
COc1ccc(C(=O)N/N=C/c2ccc(OC)c(COc3ccccc3)c2)cc1	-1.0%	/	-55%	2%	-6%	i	0.7	-2%	5%	-12	662
COc1cc(OC)cc(C(=O)N[C@H](C(=O)OCC(=O)c2ccc(F)cc2)C(C)C)c1	1.1%	-5.9%	-12%	-3%	5%	i	0.2	-1%	0%	-13	686
CC1=C/C(=N\NC(=O)c2cccs2)CC(C)(C)C1	1.1%	-1.9%	13%	-5%	5%	i	0.3	-5%	7%	42	689
CCOC(CNC(=O)Cn1nc(C)c2ccccc21)OCC	-0.9%	-4.0%	14%	-1%	-9%	i	0.1	-8%	-2%	3	714
Cc1ccc(CSCC2Nc3ccc(C(=O)N4CCN(c5ccc(F)cc5)CC4)cc3NC2=O)cc1 (centres undefined)	22%	/	11%	17%	-111%	i	1.7	1%	-1%	-23	718

Part of the list above in order of formula weight, smallest number first:
SMILES	HIV fusion peptide	XIAP antagonists	HEK293 NOD2/NF-kB	AID2073	NS5 inhibitors	Myeloid diff 2	Myeloid diff 2 GFP+ MAC1+ %	LYP inhibition	SIAH1 antagonists	Hep lipid drop	Hep lipid drop cells 6.5 µM	others
COc1ccc(C(=O)N/N=C/c2ccc(OC)c(COc3ccccc3)c2)cc1	-1.0%	/	-55%	2%	-6%	i	0.7	-2%	5%	-12	662
CCOc1cc(C(=O)NCc2ccccc2)ccc1OCC(=O)N1CCOCC1	-0.2%	-1.8%	8%	-13%	0%	i	1.3	-8%	1%	-1	708
COc1cc(OC)cc(C(=O)N[C@H](C(=O)OCC(=O)c2ccc(F)cc2)C(C)C)c1	1.1%	-5.9%	-12%	-3%	5%	i	0.2	-1%	0%	-13	686
Cc1ccc(CSCC2Nc3ccc(C(=O)N4CCN(c5ccc(F)cc5)CC4)cc3NC2=O)cc1 (centres undefined)	22%	/	11%	17%	-111%	i	1.7	1%	-1%	-23	718

Further entries.
SMILES	HIV fusion peptide	XIAP antagonists	HEK293 NOD2/NF-kB	AID2073	NS5 inhibitors	Myeloid diff 2	Myeloid diff 2 GFP+ MAC1+ %	LYP inhibition	SIAH1 antagonists	Hep lipid drop	Hep lipid drop cells 6.5 µM	others
COc1nc(NC(C)(C)C)nc(Oc2ccc(=O)n(C)n2)n1	-1.4%	-4.7%	-10%	-3%	-2%	i	0.9	1%	1%	/	/
CCN1CCN(Cc2ccc(NC(=O)c3cc(NC(=O)c4cc(-c5ccc(OC)cc5)n[nH]4)cc(OC)c3)cc2C(F)(F)F)CC1	5.2%	/	-8%	12%	-5%	i	1.5	-14%	15%	7	681
Cc1ccc(-n2nc3c(=O)n(CCCC(=O)NCc4ccc(F)cc4)nc(C)c3c2C)cc1	-1.6%	/	33%	2%	-3%	?	/	-12%	1%	5	640
O=C(CCCCn1c(=O)c2ccccc2n(Cc2ccc(Cl)cc2)c1=O)NCc1ccco1	1.1%	1.1%	-14%	1%	-8%	i	1.1	4%	4%	-14	648
Cc1cccc(C)c1NC(=S)N(CCc1ccncc1)C(C)C	-1.3%	1.8%	8%	-10%	-1%	i	0.3	-5%	2%	11	694
O=C(CSc1ccc2ccccc2c1Br)Nc1cccc(S(=O)(=O)NC2=NCCCCC2)c1	-0.4%	-8.1%	-7%	29%	4%	?	/	7%	17%	-27	577
O=C(O)c1ccc(C(=O)c2ccc3c(c2)C(=O)N(CC2CCCO2)C3=O)cc1 (centres undefined)	1.0%	-4.2%	5%	1%	-6%	i	0.0	-8%	-3%	10	717
O=c1oc2ccccc2c(Cl)c1CN1CCCCC1	-1.0%	-8.0%	-3%	46%	-6%	i	0.8	-2%	16%	5	709
O=C(O)CNC(=O)/C(=C\c1ccco1)NC(=O)c1ccco1	12%	/	7%	3%	8%	i	0.7	-7%	-8%	8	858
O=C(Nc1ccc2[nH]c3c(c2c1)CCCC3)c1ccco1	21%	-4.1%	-8%	27%	4%	i	0.6	-2%	-3%	15	713
O=C(NP(=O)(N1CCCC1)N1CCCC1)C1=C(N2CCOCC2)/C(=C/c2cccc([N+](=O)[O-])c2)CC1	9.0%	-9.7%	8%	24%	5%	i	0.3	1%	0%	-6	677
Cc1ccccc1NC(=S)N1CCC(NC(=O)c2ccco2)CC1	-0.5%	-0.6%	12%	-5%	0%	i	1.0	-4%	4%	6	728
CCCCNCc1ccc(SC)cc1	-3.5%	1.4%	13%	-2%	1%	i	0.9	-10%	6%	/	/
Cc1ccc2nc(-c3ccccn3)cc(C(=O)Nc3ccc4c(c3)OCO4)c2c1	-1.4%	-11%	-12%	17%	4%	i	1.8	-7%	-8%	/	/
COc1ccc(NC(=S)NN2CCOCC2)cc1OC	-0.6%	-1.2%	-7%	-11%	-5%	i	0.6	-2%	1%	10	655
CSc1nc(C2CC2)cc(-c2cccs2)c1C#N	-2.9%	-9.4%	2%	14%	-3%	i	12	-4%	2%	/	/
CSCCC(NS(=O)(=O)c1ccc2c(c1)Cc1cc(S(=O)(=O)NC(CCSC)C(=O)O)ccc1-2)C(=O)O (centres undefined)	12%	/	23%	0%	3%	i	1.0	-11%	-4%	-1	858
Cc1ccccc1NC(=O)COc1ccc(S(=O)(=O)N2CCCC2)cc1C	0.8%	/	24%	22%	1%	i	0.5	-8%	16%	-7	721
O=c1[nH]c(=O)n(C2CCCO2)cc1F (centres undefined)	1.5%	0.0%	8%	4%	-7%	i	8.4	-3%	3%	-2	763
CC[C@H](C)NC(=O)c1ccc(Cn2c(=S)[nH]c3c([nH]c4ccc(OC)cc43)c2=O)cc1	3.9%	-3.9%	-33%	-6%	-3%	i	0.1	-1%	-4%	-6	521
CCn1c(SCC(=O)OC)nnc1-c1ccc(C)cc1	-0.7%	/	14%	-2%	-6%	i	0.1	-7%	1%	20	731
CCC1CCCCN1C(=S)NCc1ccccc1 (centres undefined)	-1.1%	1.7%	8%	-5%	-6%	i	0.2	-2%	-2%	-6	641
CCNC(=O)CSc1nc2cc(OC)c(OC)cc2c(=O)n1CCC1=CCCCC1	-1.0%	-12%	12%	-5%	/	/	/	-6%	-5%	/	/
Cc1onc(-c2ccccc2)c1C(=O)NCc1cccc(Cl)c1	-0.5%	/	5%	44%	-6%	i	0.3	-7%	-1%	-7	826
CCOc1ccc(NC2=NC(C)(C)N=C(N)N2)cc1	-1.3%	-9.5%	5%	0%	8%	i	3.2	-3%	-6%	-2	695
CCc1nn2c(=O)cc(COc3ccc(NC(=O)c4ccco4)cc3)nc2s1	0.8%	/	7%	19%	-3%	i	3.0	-8%	-2%	0	708
CCOc1ccccc1NC(=O)NS(=O)(=O)c1ccc(C)cc1	-0.4%	-3.8%	0%	-3%	1%	i	0.9	-7%	5%	13	801	NS5 inhibitors pilot replicate=-4.0
COc1ccc(NC(=S)Nc2ccc(N)c([N+](=O)[O-])c2)cc1	-2.9%	-3.9%	-58%	-38%	4%	i	0.7	1%	1%	-8	779
COc1ccc(CC(=O)NNC(=O)CCC(=O)Nc2cc(C)ccc2C)cc1	3.1%	-2.7%	10%	8%	0%	i	0.2	0%	1%	2	715
CC(=O)Nc1ccc(-c2nnn(CC(=O)Nc3ccc4c(c3)OCO4)n2)cc1Cl	0.6%	-4.5%	11%	-10%	/	i	0.2	-4%	1%	6	686
COc1ccc(C(=O)C[n+]2ccc3c(c2)nc(-c2cc(OC)c(OC)cc2OC)n3C)cc1	-2.1%	1.5%	0%	-4%	-2%	i	0.6	0%	2%	22	656
N#Cc1c(N)c(C#N)c(-c2ccc3c(c2)OCO3)c2c1CCCC2	3.1%	2.3%	6%	-19%	12%	i	3.7	-4%	0%	/	/
N#C/C(=C\c1ccncc1)C(N)=O	-2.5%	-4.1%	-18%	17%	-6%	i	0.8	-6%	2%	11	675
COc1ccc(CCNC(=O)CCNC(=O)N2CC(=O)Nc3ccccc32)cc1OC	1.3%	/	12%	2%	-5%	i	1.5	-16%	-6%	9	722
Cc1cc(-c2ccc(S(=O)(=O)Nc3ccc(C#N)cc3)s2)on1	3.1%	/	26%	-2%	1%	i	1.0	-4%	2%	-2	679
COCCCn1c(CCC(=O)O)ccc1-c1cccs1	5.4%	-5.3%	18%	0%	0%	i	0.4	0%	-3%	13	799
O=[N+]([O-])c1cccc(/C=C/c2ccccn2)c1	0.7%	/	-36%	9%	-5%	i	0.5	-1%	2%	5	715
CCCC1C(C#N)=C(N)Oc2cc(C)n(C)c(=O)c21 (centres undefined)	0.3%	-3.9%	3%	12%	1%	i	1.4	-12%	-6%	3	788
CCCCNS(=O)(=O)c1ccc(NS(=O)(=O)c2c(C)cc(C)cc2C)cc1	-1.1%	-4.7%	-25%	0%	7%	i	1.0	2%	2%	-3	809
CCOC(=O)c1[nH]cnc1C(=O)Nc1ccccc1	2.3%	-3.7%	4%	8%	1%	i	0.6	-1%	0%	8	755
CC(C)C[C@@H](CO)N1CCN(Cc2cccnc2)CCC1=O	-0.4%	/	12%	-4%	8%	i	2.1	-16%	8%	-2	823
CC1CCN(c2c(NCc3ccc(C(=O)NCc4ccccc4)cc3)c(=O)c2=O)CC1	-1.0%	/	6%	7%	-8%	i	0.6	-3%	-2%	4	708

These rows are one share of the data; the hit share may differ from the screen's.
